# SRC3 TRFRET art: TR-FRET artefact, counter-screen to PPARgamma/SRC-3 agonist assay | PPARgamma/SRC-3 format; active compounds read high | TR-FRET ratio at 8 µM | 99,000 compounds, 0.39% hits | AID 1048; in the data active = TR-FRET ratio above about 2000; also: inactives centre near 1600; reference of the scale not given here
# SRC1 TRFRET art: counter-screen for PPARgamma SRC-1 recruitment agonists: TR-FRET artefact; TR-FRET ratio at 8 µM; TR-FRET detection artefact counter-screen, emission ratio; active compounds read high; 99,000 compounds, 0.34% hits; AID 1051; in the data active = TR-FRET ratio above about 2300; also: inactives centre near 1800; reference of the scale not given here
# * marks the source's active call; other numbers are inactive results. A portion of the library; the hit share may differ from the screen's.
SMILES,SRC3 TRFRET art,SRC1 TRFRET art
C[C@H]1C[C@@H]2[C@H]([C@@H](O)C[C@@]3(C)[C@H]2CC[C@]3(O)C(=O)CO)[C@@]2(C)C=CC(=O)C=C12,1461,1564
CC(NC(=S)NCCc1ccccc1)C(c1cccs1)N1CCN(C)CC1 (stereo not drawn),1822,1633
COC(=O)C1=C(COc2ccccc2)NC(=O)NC1c1ccc(Br)cc1 (stereo not drawn),1557,1829
CN(C)CCCNc1oc(-c2ccccc2)nc1C#N,1544,1761
Cc1cc2ncc(C(=O)Nc3ccsc3C(=O)O)c(C)n2n1,1527,1664
CCc1ccc(C(=O)NC(=S)Nc2ccc3c(c2)OCCO3)cc1,1548,1576
Cc1cccc2nc(CSc3ccccc3C(=O)O)cn12,1710,2078
COc1ccc(CCNC(=O)COC(=O)Cc2cc(OC)c(OC)c(OC)c2)cc1,1633,1609
COc1ccc(Nc2ccc(N3C(=O)CCCC3=O)cc2[N+](=O)[O-])cc1OC,1675,1660
O=C1CCC(=O)N1N1C(=O)C2C3c4ccccc4C(c4ccccc43)C2C1=O (stereo not drawn),1566,1843
COc1ccc(NC(=O)CSc2nnc(NC(=O)c3ccccc3C(=O)O)s2)cc1,1541,1848
O=C(Oc1ccccc1/C=C\C(=O)c1cc2ccccc2o1)c1ccccc1,1585,1911
O=C(CCNC(=O)c1ccccc1Cl)Nc1nccs1,1648,1692
CC1CC(C)CN(C(=O)c2ccc(CSc3nc4ccncc4[nH]3)cc2)C1 (stereo not drawn),1850,1704
COc1cc(CN2CCN(C(=O)c3ccc(-c4ccccc4)cc3)CC2)cc(OC)c1OC,1476,1598
CCn1c(CNC(=O)Cc2ccc(OC)cc2)nnc1SCC(=O)Nc1ccc(C(=O)O)cc1,1703,1612
COc1ccccc1NC(=O)CN1CCN(c2ccccc2OC)CC1,1543,2093
COC(=O)c1ccc(C2/C(=C(\O)c3cccc(OC)c3)C(=O)C(=O)N2CCCN2CCOCC2)cc1 (stereo not drawn),1444,1527
CC1=C(C(=O)N2CCOCC2)C(c2cccc(C)c2)NC(=S)N1 (stereo not drawn),1560,1734
Fc1ccc(-c2nc3ccccc3[nH]2)cc1,1562,1643
Cn1c(=O)c(C(=O)NCC2CCCO2)c(O)c2ccccc21 (stereo not drawn),1706,1784
O=C(CSc1nnc(CNC(=O)c2ccccc2F)o1)NCc1ccccc1,1585,1697
O=C(NNc1c2ccccc2nc2ccccc12)c1cc2ccccc2cc1O,1619,1665
Cn1c(N)c(C(=O)COC(=O)CCC(=O)c2ccc(F)cc2)c(=O)n(C)c1=O,1422,1597
COC(=O)c1ccc(CN2CCN(Cc3ccc(F)cc3)C(CCO)C2)cc1 (stereo not drawn),1749,1880
CCOc1ccc(C(=O)Nc2nc3ccccc3[nH]2)cc1OCC,1515,1610
Cc1c(NC(=O)CC(C)C)c(=O)n(-c2ccccc2)n1C,1710,1970
Cc1nn(C)c(Cl)c1CN1CCN(C2CCCCC2)C(CCO)C1 (stereo not drawn),1483,1692
O=C(NC(=S)NCC1CCCO1)c1ccc(Cl)cc1 (stereo not drawn),1466,1751
CN(C)S(=O)(=O)Oc1cccc(C(=O)Nc2ccc([N+](=O)[O-])cc2)c1,1460,1752
O=C(CCc1nnc(-c2ccc3c(c2)OCO3)o1)N1CCC(c2ccc(F)cc2)C1 (stereo not drawn),1421,1582
Cc1noc(NS(=O)(=O)c2ccc(NC(=O)c3ccc(OC(C)C)cc3)cc2)c1C,1722,1762
O=C(COC(=O)c1ccccc1NC(=O)c1ccco1)NC1CCS(=O)(=O)C1 (stereo not drawn),1476,1617
O=C(c1ccccc1)c1ccccn1,1895,1743
CCOc1ccc(/C=N/NC(=O)c2c(C)n(C)c3ccc(OC)cc23)cc1,1509,1826
Cc1cccc(C)c1NC(=O)COC(=O)c1ccc2c(c1)OCO2,1677,1872
CCOC(=O)C1=C(N)OC2=C(C(=O)CCC2)C1c1sccc1C (stereo not drawn),1631,1825
CCCCc1nnc(NC(=O)C(=O)OCC)s1,1427,1607
COc1cc2[nH]c(=O)c(C(=O)NCCCN3CCOCC3)c(O)c2cc1OC,1855,1814
CCCCn1c(O)c(/C=C/C=C/C=Nc2ccccc2)sc1=S,1940,2022
CC(=O)Nc1ccc(S(=O)(=O)NC2(C(F)(F)F)NC(=O)N(c3ccccc3F)C2=O)cc1 (stereo not drawn),1625,2175
Cc1ccc(NC(=O)COC(=O)c2cccnc2Cl)cc1S(=O)(=O)N1CCCCC1,1536,1874
COc1ccc(C(=O)C(CCC(CNC(C)(C)C)C(=O)c2ccc(OC)cc2)CNC(C)(C)C)cc1 (stereo not drawn),1637,1657
O=[N+]([O-])c1ccc(/C=N/N2CCN(c3ccncc3S(=O)(=O)N3CCCCC3)CC2)cc1,1597,1689
Cc1nc2ccccc2n1/C(=N\S(=O)(=O)c1ccccc1)c1ccccc1,1645,1756
COC(=O)CC1C(=O)NCCN1C(=S)Nc1ccccc1 (stereo not drawn),1500,1612
Cc1c(Cl)cccc1NC(=O)C1CCN(S(C)(=O)=O)CC1,1768,1889
Cc1ccc(/C=C/C(=O)Nc2cccnc2)o1,1701,1624
COc1nc(N/N=C/c2ccc(C)cc2)nc(N2CCCCC2)n1,1660,1639
Cc1sc(-c2ccncc2)nc1OC(=O)c1ccc(F)cc1F,1538,1693

# As entered above:
# O=[N+]([O-])c1ccc(/C=N/N2CCN(c3ccncc3S(=O)(=O)N3CCCCC3)CC2)cc1 in SRC1 TRFRET art: 1689
# Cc1c(Cl)cccc1NC(=O)C1CCN(S(C)(=O)=O)CC1 in SRC3 TRFRET art: 1768

# Remaining list, next part
SMILES,SRC3 TRFRET art,SRC1 TRFRET art
S=c1[nH]nc(COc2ccccc2)n1/N=C/C=C/c1ccccc1,1566,1799
Cc1ccc(NC(=O)CC(=O)c2ccc([N+](=O)[O-])cc2)cc1S(=O)(=O)Nc1cccc(Cl)c1,1550,1668
COCCNc1cc(N)c([N+](=O)[O-])cc1[N+](=O)[O-],1601,1711
Cc1ccc(C)c(NC(=S)N(C)CCO)c1,1448,1662
COc1ccccc1N1CCN(C(=O)CN(C)S(=O)(=O)c2ccc3c(c2)c(=O)n(C)c(=O)n3C)CC1,1684,1794
C1CCC(Nc2nc3nonc3nc2N2CCSCC2)C1,1249,1639
CCn1c2ccccc2c2cc(NC(=O)c3cccc([N+](=O)[O-])c3C)ccc21,1745,1801
CCOc1ccc(-c2nnn(CC(=O)NCc3ccc(C)cc3)n2)cc1,1505,1950
NC(=O)CC[C@@H]1NC(=O)[C@@H]2CCCN2C(=O)c2cc([N+](=O)[O-])cc(I)c2NCCC[C@@H](C(N)=O)NC1=O,1513,1590
COc1ccc(-c2noc(CCCC(=O)NCc3ccco3)n2)cc1OC,1719,1750
O=C(CN1CCCC1)Nc1ccccc1Sc1ccccc1,1831,1955
O=C1CCCN1CCCNc1ncnc2c1cnn2-c1ccc(Cl)cc1,1776,1895
COc1ccc(C(=O)c2ccc(N3CCOCC3)c([N+](=O)[O-])c2)cc1,1455,1840
COc1ccc(NC(=O)CCC2CCCCC2)cc1S(=O)(=O)N1CCCCC1,1647,1818
CCN(CC)c1ccc(/C=N/N=C(c2ccccc2)c2ccccc2)c(O)c1,1544,1741
COc1ccccc1CNC(=O)c1ccc(N2CCOCC2)c([N+](=O)[O-])c1,1360,1702
Nc1cc2c(cc1[N+](=O)[O-])OCO2,1583,2111
Cc1nn(-c2ccccc2)cc1C(c1c(N)[nH]c(=S)[nH]c1=O)c1c(N)[nH]c(=S)[nH]c1=O,1533,1652
O=C(Cc1cccs1)N1CCN=C1SCc1ccc(Br)cc1,1429,1756
CCCC(c1nnnn1Cc1ccco1)N1CCN(c2ccccc2)CC1 (stereo not drawn),1611,1746

# Record cards, from the list above. Order of values: SRC3 TRFRET art	SRC1 TRFRET art
# O=C(COC(=O)c1ccccc1NC(=O)c1ccco1)NC1CCS(=O)(=O)C1 (stereo not drawn) is listed as 1476	1617
# CCCCc1nnc(NC(=O)C(=O)OCC)s1 is listed as 1427	1607
# Cc1ccc(/C=C/C(=O)Nc2cccnc2)o1 is listed as 1701	1624
# Cc1sc(-c2ccncc2)nc1OC(=O)c1ccc(F)cc1F is listed as 1538	1693
# Cc1cccc2nc(CSc3ccccc3C(=O)O)cn12 is listed as 1710	2078

# Next part:
SMILES,SRC3 TRFRET art,SRC1 TRFRET art
Cc1ccc(S(=O)(=O)N2CCCCC2)cc1NS(=O)(=O)c1cccc(C(=O)O)c1,1746,1882
COc1ccc(C2=NO[C@@H]3[C@@H]4C[C@@H]([C@H]5C(=O)N(C)C(=O)[C@@H]45)[C@H]23)cc1,1775,1725
Cc1ccc(CNC(=O)C(C)OC(=O)c2ccco2)cc1 (stereo not drawn),1653,1966
COC(=O)C1C(O)=C(C=Nc2ccc3ccccc3c2)C(=O)CC1(C)C (stereo not drawn),1756,1929
COc1ccccc1/C(O)=C(\C#N)c1nc2ccccc2[nH]1,1684,1801
Cc1cc(C)c(C#N)c(SCc2c(F)cccc2[N+](=O)[O-])n1,1681,1517
COc1ccc(S(=O)(=O)N2CCCCCC2)cc1Br,1780,1631
COc1ccccc1NC(=S)NNC(=O)c1nn(C)c(C)c1Br,1628,1857
CSc1ccc(-c2ccco2)nn1,1499,1728
Cc1occc1C(=O)NNC(=O)c1nn(C)c(=O)c2ccccc12,1579,1680

# Brought forward from above: 3 compounds; new compounds follow.
SMILES,SRC3 TRFRET art,SRC1 TRFRET art
COc1ccccc1NC(=S)NNC(=O)c1nn(C)c(C)c1Br,1628,1857
CSc1ccc(-c2ccco2)nn1,1499,1728
Cc1occc1C(=O)NNC(=O)c1nn(C)c(=O)c2ccccc12,1579,1680
Cc1nn(C)c(C)c1NC(=O)CC12CC3CC(CC(C3)C1)C2,1644,1781
OCCNCc1ccc(OCc2ccc(Cl)cc2Cl)cc1,1531,2062
COC(=O)[C@H](Cc1ccccc1)NC(=O)O[C@H]1C(=O)c2ccc(OC)cc2O[C@@H]1c1ccc2c(c1)OCO2,1604,1784
O=[N+]([O-])c1cccc(CSc2cccc[n+]2[O-])c1,1547,1907
C/C(=N\NC(=O)COc1ccc(C#N)cc1)c1ccc(N2CCOCC2)cc1,1780,1736
Cc1[nH]c(=O)[nH]c(=O)c1S(=O)(=O)N1CCCC(C(=O)N2CCN(c3cccc(C(F)(F)F)c3)CC2)C1 (stereo not drawn),1657,2005
CCOC(=O)c1c(C)oc2ccc(OS(C)(=O)=O)cc12,1483,1905
CC(C)=C1C(=O)NN(c2ccc(C)c(Cl)c2)C1=O,1246,1719
NS(=O)(=O)c1ccc(NC(=O)Nc2cccc(Cl)c2)cc1,1551,1760
O=C(CSc1nc(C2CCCCC2)nc2ccccc12)NCc1ccc2c(c1)OCO2,1518,1743
CCOC(=O)C(=Cc1ccc(-n2cncn2)cc1)C(=O)OCC,1612,1807
O=C(NC(=S)N1CCN(c2ccc([N+](=O)[O-])cc2)CC1)c1ccc(F)cc1,1494,1935
NS(=O)(=O)c1ccc(CNC(=O)CSc2ccccc2)cc1,1570,1761
CCOC(=O)C1(CC2CCCCO2)CCN(C(=O)Nc2ccc(SC)cc2)CC1 (stereo not drawn),1607,1549
COc1cc2c3nnc(-c4ccc(F)cc4)c-3cn(Cc3cccc(F)c3)c2cc1OC,1326,1638
CC(=O)Nc1cc(N=Cc2ccc(O)cc2O)c(Cl)cc1Cl,1813,1856
CC(/C=N/n1cnnc1)=C\c1ccco1,1717,2091
O=C(COC(=O)/C=C/c1ccccc1Cl)NC(=O)Cc1ccccc1,1688,1861
O=C(COC(=O)C1CCC(=O)N1)Nc1ccccc1Br (stereo not drawn),1696,1523
O=C(NCCCn1ccnc1)/C(=C\c1cccs1)NC(=O)c1ccco1,1556,1986

# Not a retest: two of the compounds above.
SMILES,SRC3 TRFRET art,SRC1 TRFRET art
O=C(COC(=O)C1CCC(=O)N1)Nc1ccccc1Br (stereo not drawn),1696,1523
O=C(NCCCn1ccnc1)/C(=C\c1cccs1)NC(=O)c1ccco1,1556,1986

# Further compounds follow.
SMILES,SRC3 TRFRET art,SRC1 TRFRET art
Cn1c(SCc2ccccc2[N+](=O)[O-])nnc1-c1cccnc1,1531,1862
CCN(CC)S(=O)(=O)c1cccc(NC(=O)c2ccc(-n3nc(C)cc3C)cc2)c1,1434,1683
C[C@]12CC[C@@H]3c4ccc(O)cc4CC[C@H]3[C@@H]1C[C@@H](O)[C@@H]2O,1933,1701
COc1ccccc1OCC#CCSc1ncccn1,1602,1690
O=C(CCC(=O)N1CCN(S(=O)(=O)c2ccc(Cl)cc2)CC1)NCc1ccccc1,1558,1645
CCOC(=O)Cc1cnc(NC(=O)CSc2nc(C)c(CC)c(=O)[nH]2)s1,1593,1747
CCc1nccn1C(=O)c1cnn2c(C(F)F)cc(-c3ccc(C)cc3)nc12,1785,2105
CCN1CCCC1CNC(=O)c1ccc(Sc2ccc(F)cc2)c([N+](=O)[O-])c1 (stereo not drawn),1428,1874
COc1cc(C(=O)NCCCc2nc3ccccc3n2Cc2cc(C)ccc2C)cc(OC)c1OC,1517,1707
C/C(=N/OCC(=O)NCCCCCCNC(=O)CO/N=C(/C)c1cccs1)c1cccs1,1544,1862
CN(C(=O)CCl)C1CCCc2ccccc21 (stereo not drawn),1469,1664
CCCC(=O)Nc1c2c(nc3ccccc13)N(c1ccccc1)CC2,2855*,2803*
CC(NC(=O)/C(C#N)=C/c1cn(-c2ccccc2)nc1-c1ccc(F)cc1)c1ccccc1 (stereo not drawn),1405,1778
COc1cccc(N/C(SCc2cccc([N+](=O)[O-])c2)=C(/C#N)C(N)=O)c1,1490,1828
O=C(NC1CCCC1)C(=O)N(Cc1cccnc1)C(C(=O)NC1CCCC1)c1ccco1 (stereo not drawn),1691,1820
O=C(Nc1ccccc1O)c1cccc(S(=O)(=O)N2CCOCC2)c1,1574,2095
CC(=O)NCCC1CCN(c2nc3nonc3nc2N(C)Cc2ccccc2)CC1,1684,1824

# Screening data as filed in PubChem BioAssay.
